ERG-DNA inh – blocks human ERG Ets domain binding to DNA | P11308 | fluorescence polarization, His-ERG Ets domain / labelled DNA | Potency, µM (titrated, usually from 76.9 µM), for the others: at the highest dose FP activity, negative = inhibition, hits mostly inhibitors | hit rate 0.028% among 370,000; active = well fitted inhibition curve with a large enough effect in the polarisation, with a control signal flat; inconclusive = small, poorly fitted or top-dose-only effect, or effect the other way, or a change in a side signal; inactive = no such curve, though single readings can be large or run the other way; the % refers to the polarisation;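 also: polarization taken with two DNA probes labelled with fluorescein and Texas red; % of control where 0% means no effect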
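His-tagged ERG Ets domain (1 uM in the protein solution; 300mM KCl, 50mM Tris-HCl, 1mM EDTA, 1mM DTT, pH 7.5) received compound, then a probe mix of 5 nM fluorescein-DNA and 100nM Texas-615-DNA. Fluorescence polarization was read for both dyes.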
Pin1 inhibitor – inhibitors of human Pin1; Potency, µM (highest dose often 115 µM), for inactives: top-dose activity, negative = inhibition, most hits filed as inhibitors; Q13526; Pin1 FP peptide displacement, HiFluor488, 10 min; hit rate 0.009% among 390,000; active = well fitted inhibition curve with a large enough effect in the polarisation, with a control signal flat, not every such curve was filed as active; inconclusive = small, poorly fitted or top-dose-only effect, or effect the other way, or a change in a side signal; inactive = no such curve, though single readings can be large or run the other way; the % refers to the polarisation; also: % is scaled to controls: 0 for no effect and ±100 for the full control effect
Target sequence (Q13526 whole entry, looked up): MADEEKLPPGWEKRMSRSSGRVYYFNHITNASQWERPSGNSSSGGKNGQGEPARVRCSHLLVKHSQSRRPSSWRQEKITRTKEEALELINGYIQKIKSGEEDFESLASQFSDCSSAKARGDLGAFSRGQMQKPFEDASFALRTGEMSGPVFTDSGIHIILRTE
JMJD2A Tudor – JMJD2A Tudor domain (human) inhibition | O75164 | hit rate 4.4% among 390,000 | Potency, µM (doses to about 114 µM), for the others: at the top dose activity change, negative = inhibition, actives largely listed as inhibitors | AlphaScreen JMJD2A-Tudor / H3K4me3 peptide binding | AID 504339; also: % is scaled to controls: 0 for no effect and ±100 for the full control effect; nearly all actives have a fitted effect of over 50% in size
ALOX12 inh – blocks human arachidonate 12S-lipoxygenase; Potency, µM (doses to about 108 µM), without a hit: top-dose activity change, negative = inhibition, most hits filed as inhibitors; AID 1671190; hit rate 1.1% among 580,000; purified 12hLO, xylenol orange hydroperoxide absorbance; also: % is scaled to controls: 0 for no effect and ±100 for the full control effect
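Purified human 12hLO at 150 nM in 25 mM Hepes, 0.01% Triton X-100, pH 7.0, preincubated 15 min at room temperature with compound. Reaction started with 40 uM arachidonic acid, 30 min at room temperature. Hydroperoxide measured by Fe-xylenol orange, 573/405 nm absorbance ratio.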
RGS4 inh – human RGS4 inhibition. Transcreener GDP fluorescence polarization, RGS4-accelerated GTP hydrolysis. Potency, µM (series often up to 114 µM), for inactives: top-dose activity change, negative = inhibition, most hits filed as inhibitors. hit rate 0.039% among 390,000. AID 504845; also: % is scaled to controls: 0 for no effect and ±100 for the full control effect; nearly all actives have a fitted effect of over 75% in size; some results filed as inactive show a strong effect at the top dose
Target sequence (P49798 whole entry, looked up): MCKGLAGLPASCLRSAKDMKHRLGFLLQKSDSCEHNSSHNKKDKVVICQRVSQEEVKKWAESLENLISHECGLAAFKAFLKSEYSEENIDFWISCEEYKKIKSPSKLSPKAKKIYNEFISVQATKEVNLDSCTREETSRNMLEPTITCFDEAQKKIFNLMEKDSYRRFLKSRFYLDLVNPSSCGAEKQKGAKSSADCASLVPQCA
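MLSMR compounds (23 nl, pin-transferred) preincubated 10 min at room temperature with a 500nM (2x) first reagent, then RGS4 at 900nM (2x) plus Transcreener GDP mix added; fluorescence polarization (620/688 nm) read before and after 90 min at 30 °C.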
HP1b chromo inh – blocks HP1-beta chromodomain binding to methylated histone tails. P83916. AlphaScreen HP1-beta / biotin-H3K9me3 peptide binding. Potency, µM (top dose mostly 114 µM), for the others: at the highest dose activity change, negative = inhibition, usual class: inhibitors. hit rate 0.56% among 390,000. AID 540317; also: nearly all actives have a fitted effect of over 70% in size; inactives centre near 23
Target sequence (P83916 whole entry, looked up): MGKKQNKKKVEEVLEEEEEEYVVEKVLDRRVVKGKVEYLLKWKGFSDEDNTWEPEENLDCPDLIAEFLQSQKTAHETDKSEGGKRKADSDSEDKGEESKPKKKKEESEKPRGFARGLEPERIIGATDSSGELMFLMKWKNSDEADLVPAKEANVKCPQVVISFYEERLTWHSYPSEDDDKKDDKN
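AlphaScreen: HP1-beta (50 nM) preformed 30 min with biotin-H3(1-18)K9me3 peptide (50 nM) in PBS pH 7.4, 0.01% Tween-20. Compound added for 30 min at RT, then streptavidin donor/nickel chelate acceptor beads (10 ug/mL) for 30 min.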
Tb PGK inh – blocks T. brucei phosphoglycerate kinase; hit rate 0.043% among 380,000; PGK/GAPDH coupled, Kinase-Glo luminescence, 60 min; Potency, µM (series often up to 57.5 µM), for inactives: top-dose activity change, negative = inhibition, hits mostly inhibitors; AID 602233; P07378; also: % is scaled to controls: 0 for no effect and ±100 for the full control effect; nearly all actives have a fitted effect of over 60% in size
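Luminescent ATP detection (Kinase-Glo Plus) follows a 60-minute room-temperature incubation, with wells lacking PGK as controls. Buffer: 100 mM TEA (pH 7.6), 5 mM MgCl2, 0.01% Tween-20. Coupling enzyme GAPDH (100 nM final) supplies unstable 1,3-BPG in-well.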
TrxR1 inh – rat TrxR1 inhibition. O89049. recombinant rTrxR1, NADPH fluorescence consumption, selenite substrate. Potency, µM (top dose mostly 114 µM), for inactives: at the top dose activity change, negative = inhibition, hits mostly inhibitors. hit rate 1% among 390,000. AID 588453; also: % is scaled to controls: 0 for no effect and ±100 for the full control effect; nearly all actives have a fitted effect of over 65% in size
Target sequence (O89049 whole entry, looked up): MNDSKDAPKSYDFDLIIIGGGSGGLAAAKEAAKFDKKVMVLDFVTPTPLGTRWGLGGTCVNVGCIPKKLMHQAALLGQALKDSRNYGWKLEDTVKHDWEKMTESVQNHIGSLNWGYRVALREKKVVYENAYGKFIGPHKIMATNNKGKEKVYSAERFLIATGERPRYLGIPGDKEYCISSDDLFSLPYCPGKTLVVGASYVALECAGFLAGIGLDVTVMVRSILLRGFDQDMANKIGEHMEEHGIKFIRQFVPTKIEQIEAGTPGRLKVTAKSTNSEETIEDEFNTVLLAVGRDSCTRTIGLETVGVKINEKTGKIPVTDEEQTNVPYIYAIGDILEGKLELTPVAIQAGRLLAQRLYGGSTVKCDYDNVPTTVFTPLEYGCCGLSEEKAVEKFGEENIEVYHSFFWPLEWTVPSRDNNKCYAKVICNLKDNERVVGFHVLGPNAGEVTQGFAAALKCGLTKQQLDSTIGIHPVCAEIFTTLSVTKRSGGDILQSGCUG
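Rat TrxR1 (90 nM in the dispensed reagent) was pre-reduced with 400 uM NADPH for 5 min at room temperature, then incubated with compound for 15 min. After 400 uM selenite was added, NADPH fluorescence (Ex 340/Em 450 nm) was followed for 8 min.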
GLS inhibitor – blocks human kidney-isoform glutaminase activity; hit rate 0.21% among 410,000; O94925; Potency, µM (top dose mostly 45.5 µM), for the others: top-dose activity change, negative = inhibition, most hits filed as inhibitors; GLS enzymatic activity, qHTS titration; also: % is scaled to controls: 0 for no effect and ±100 for the full control effect
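Assay buffer: 45 mM KH2PO4 pH 8.2, 0.02% Tween-20. hKGA acts on L-glutamine (1 mM solution added); product glutamate is reported by an oxidase/peroxidase Amplex Red coupling, with fluorescence taken at baseline and 30 min.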
Numbers without * were called inactive; i = inactive; ? = inconclusive; nt = no result given; & = joins results of further samples; [ ] = another dose, or the depositor's remark. Unless noted, calls follow the shape of the dose curve; as a rule, active = well fitted curve in the direction sought with a large enough effect; inconclusive = small, poorly fitted or top-dose-only effect, or another doubt; inactive = no such curve, though single readings can be large; an effect the other way counts as inactive or inconclusive. Potency is read from the fitted curve at half-maximal effect. A portion of the library; rates above refer to the full screens.

SMILES | ERG-DNA inh | Pin1 inhibitor | JMJD2A Tudor | ALOX12 inh | RGS4 inh | HP1b chromo inh | Tb PGK inh | TrxR1 inh | GLS inhibitor
CCOc1ccc(C2c3c(-c4ccc(C)cc4)n[nH]c3C(=O)N2c2ccc(Cl)cc2)cc1 (stereo unspecified) | -5% | 8% | -30% | -2% | 13% | 26% | -2% | 29% | -4%
CC1=CC(C)C2(COC(c3ccc[n+](C)c3)OC2)C(C)C1 (stereo unspecified) | 0% | -1% | 22µM* | 0% | -14% | -5% | 7% | 10% | 10%
CCc1ccc(OCCCSc2nc(-c3ccc(C(C)(C)C)cc3)nc3cc(=O)[nH]n23)cc1 | 0% | ? | 25µM* | -24% | -41% | -25% | nt | 13%[57.1 µM] | -19%
Cc1nn2c(C)c(C(=O)NCc3ccc(OC(C)C)cc3)cnc2c1-c1ccc(F)cc1 | -2% | 9% | -15% | -4% | 19% | 29% | 8% | 10%[57.1 µM] | -14%
CCN=C1SC(C(=O)Nc2cccc(Br)c2)CC(=O)N1CC (stereo unspecified) | -12% | 3% | 6% | -4% | -20% | 31% | -8% | 5% | -3%
Cc1ccccc1CS(=O)(=O)CCC(=O)NCCN1CCN(c2cccc(Cl)c2)CC1 | nt | -7% | -32% | 11% | 25% | 4% | -2% | 6% | 13%
COc1ccc(CCCC(=O)NCCc2ccccc2)c(C)c1 | -3% | 0% | 6% | 10% | -30% | 32% | 0% | 8% | -2%
CC1=NNC(=O)C1CCC(=O)N/N=C/c1ccc(Cl)cc1 (stereo unspecified) | 4% | 7% | -8% | -1% | -12% | 33% | 9% | 14% | 17%
CC(C)c1nc2oc3c(NCc4ccccn4)ncnc3c2c2c1COC(C)(C)C2 | -10% | -15% | -9% | 21% | -1% | 7% | -3% | 34% | -14%
CC(=O)Nc1cccc(C(=O)Nc2ccccc2C(=O)O)c1 | 6% | -1% | -13%[11.4 µM] | 3% | -10%[11.4 µM] | 3% | -8% | 8% | -1%
CN(C)C(CNC(=O)c1cccc(S(=O)(=O)N2CC3(C)CC2CC(C)(C)C3)c1)c1ccco1 (stereo unspecified) | -2% | 4% | -21% | -8% | 15% | 31% | 9% | -13% | -1%
COc1ccc(OC)c(CCNC(=O)Cn2nc(C)c3c(C)n(-c4ccccc4)nc3c2=O)c1 | 0% | -3% | -8% | 9% | 8% | 22% | 7% | -6% | 3%
COc1ccnc2c1c(=O)n(Cc1ccc(Cl)cc1Cl)c(=O)n2C | 0% | 1% | -1% | 3% | -15% | 53%[activator] | -8% | 13% | 11µM*
CCc1nc2ccccc2c(NC(=O)CN2CC(C)CC(C)C2)c1C (stereo unspecified) | -8% | 0% | -13% | 4% | -15% | 43%[activator] | 5% | -21% | -6%
CCc1cc2c(=O)c(-c3nc4ccccc4n3C)coc2c(CN2CCCCC2)c1O | -14% | 0% | 4% | 0% | 12% | 30% | 1% | 2% | 6%
CC1(C)Cc2c(cnn2-c2ccc(F)cc2)C(NC(=O)CCC(F)(F)F)C1 (stereo unspecified) | 0% | 3% | -8% | 7% | 30% | 19% | 9% | 7%[57.1 µM] | 5%
CCc1ccc(NC(=O)CCS(=O)(=O)c2cccc3nsnc23)cc1 | 1% | 2% | -18% | 0% | 16% | 9% | 1% | ? | 5%
Cc1ccc(OCC(=O)N2CCCc3ccccc32)cc1 | 0% | 0% | 8% | -10% | -6% | 35% | -9% | 3% | -2%
O=C(COC(=O)CCSc1ccccc1)Nc1ccccc1 | 7% | 4% | 9% | -4% | -13% | 71%[activator] | -6% | 15% | -1%
CC(OC(=O)CN1C(=O)NC2(CCCC2)C1=O)C(=O)c1ccccc1 (stereo unspecified) | 1% | 0% | -6% | 13% | -41% | 35%[activator] | i | 6% | -5%
CCCOc1ccc(C2=CC(=O)C[C@H](c3ccc(OC)cc3)C2)cc1 | -5% | -2% | 17% | -1% | 5% | 43%[activator] | -3% | 13%[57.1 µM] | -6%
COc1ccc(CNC(=O)CN2C(=O)COc3ccc(S(=O)(=O)N4CCCC4)cc32)cc1 | 3% | 0% | -12% | 5% | 7% | 52%[activator] | -10% | 17% | -27%
Cc1cc2oc(=O)cc(CN(C)Cc3ccccc3)c2cc1C(C)C | 6% | 16% | 61%[activator] | 31% | 1% | 30%[activator] | i | 1%[57.1 µM] | 10%
CC(Oc1ccc2c(-c3ccccc3)cc(=O)oc2c1)C(=O)NCc1ccccn1 (stereo unspecified) | -1% | 1% | -14% | -3% | -26% | 27% | -10% | 0% | 1%
CCC(Sc1nc(N)c(NC(=O)c2ccc(OC)c(OC)c2)c(=O)[nH]1)C(=O)OC (stereo unspecified) | 4% | 5% | 5% | -16% | -8% | 49%[activator] | i | 17%[57.1 µM] | 25%
COc1ccc(N2CCN(CCCNC(=O)c3c(C)nn(-c4ccc(F)cc4)c3-n3cccc3)CC2)cc1 | -8% | -3% | ? | -17% | 13% | -11% | 1% | -26% | 21%
C=CCN1C(=O)C(CC(=O)O)SC1=Nc1c(C)n(C)n(-c2ccccc2)c1=O (stereo unspecified) | -7% | -1% | 12% | -6% | -9% | 21% | -5% | -8% | nt
O=C(COc1ccccc1/C=C1\SC(=O)NC1=O)Nc1ccccc1 | 18% | -17% | -23% | ? | -20% | 2% | -8% | -25% | 23%
O=C(O)Cn1cnc2scc(-c3ccccc3)c2c1=O | -20% | -5% | -8% | -1% | -4% | 38% | i | 21% | -3%
CCc1c(C)nc(N)nc1Cl | -4% | -5% | -11% | -7% | 1% | 21% | -3% | -8% | -9%
O=C(O)CCc1[nH]c2ccccc2c1Sc1ccccc1 | -14% | 3% | -11% | 0% | 25% | 8% | -5% | 17% | -15%
O=CNCCCc1nc2ccccc2n1CCc1ccccc1 | -1% | 0% | 0% | 1% | 11% | 23% | -2% | 2%[57.1 µM] | 0%
COc1ccc(OC)c(C(c2nnnn2C2CCCC2)N2CCN(c3ccccc3)CC2)c1 (stereo unspecified) | -4% | 21% | 56µM* | ? | -6% | -24% | -6% | 26% | -2%
Cc1c(Cl)cccc1N(CC(=O)N1CCCCCC1)S(C)(=O)=O | nt | -9% | -16% | -6% | 9% | 5% | -10%[11.5 µM] | 53% | -3%
COc1ccc(C2c3c(-c4ccccc4)n[nH]c3C(=O)N2c2ccc(C(=O)O)cc2)cc1 (stereo unspecified) | 3% | 0% | -10% | -3% | 9% | 32% | 8% | -1% | 1%
Cc1cccn2c(=O)c3cc(C(=O)NCc4cccnc4)c(=N)n(C(C)C)c3nc12 | 1% | 0% | -14% | 0% | -6% | 30% | 3% | -15% | -5%
COC(=O)c1ccc(CSc2ccc3nnc(-c4ccc(OC)c(OC)c4)n3n2)o1 | -10% | ? | -16% | -15% | -22% | 19% | -5% | ? | -2%
O=[N+]([O-])c1cc(S(=O)(=O)N2CCCC2)ccc1OCCOc1ccccc1 | -11% | -4% | -13% | 2% | -5% | 35% | i | 10% | -7%
CCOC(=O)c1scc(-c2ccccc2)c1S(=O)(=O)N1CCN(c2ccc(Cl)cc2)CC1 | 0% | 2% | -15% | ? | -28% | 28% | -6% | 25%[57.1 µM] | -6%
Cc1ccc(S(=O)(=O)N2CCC(NC(=O)C3CCCCC3)CC2)cc1 | -6% | 0% | 2% | ? | -15% | 62%[activator] | -9% | 14%[57.1 µM] | -15%
Cc1ncc(CO)c2cc(-c3nnc(Nc4ccc5c(c4)OCO5)s3)c(=O)oc12 | -2% | 3% | -29% | 29% | -8% | 3% | -5% | 4% | 2%
CCOC(=O)C(CO)NC(=O)C1(NC(C)=O)CCCC1 (stereo unspecified) | -3% | 2% | -6% | -19% | 3% | 21% | 3% | 19% | -2%
N#Cc1ccc2c(c1)nnn2-c1ccccc1 | -6% | 0% | -1% | 0% | -10% | 36% | 2% | 7%[57.1 µM] | 14%
S=C(NCCc1ccccn1)Nc1ccccc1 | 23% | -2% | -26% | 1% | 8% | 28% | -2% | 15% | 0%
O=C(NCCCNC(=O)c1cnccn1)c1ccc(Cl)c(Cl)c1 | 12% | -2% | -1% | 0% | 15% | 1% | -5% | 27% | 4%
CCCCN(CC)C(=O)c1cc2c(=O)n3cccc(C)c3nc2s1 | -5%&1% | 2%&-1% | -12%&35% | 0%&-9%&-20% | ? | 91%&61%[activator] | -4% | -2%&-11% | -2%&1%
CCC(=O)NCCc1sc2nc(-c3ccc(OC)cc3)nn2c1C | -1% | 0% | -12% | -12% | 3% | 24% | -12% | 5%[57.1 µM] | 1%
COc1ccc(NC(=O)CN(C)S(=O)(=O)c2cccc3nsnc23)cc1 | 0%&2% | -6%&-7% | -8%&-8% | -7%&-7% | -15%&-17% | 23%&38% | -3%&-9% | 3%[57.1 µM] | 1%&-5%
Cc1ccc(C)c(Cn2c3ccccc3c3cnn(CC(=O)N4CCCCC4)c(=O)c32)c1 | -6% | 5% | -6% | -24% | 1% | 25% | i | 11% | -1%

Quoted at random: 2 compounds from above, in no set order.
SMILES | ERG-DNA inh | Pin1 inhibitor | JMJD2A Tudor | ALOX12 inh | RGS4 inh | HP1b chromo inh | Tb PGK inh | TrxR1 inh | GLS inhibitor
CCOC(=O)c1scc(-c2ccccc2)c1S(=O)(=O)N1CCN(c2ccc(Cl)cc2)CC1 | 0% | 2% | -15% | ? | -28% | 28% | -6% | 25%[57.1 µM] | -6%
O=C(NCCCNC(=O)c1cnccn1)c1ccc(Cl)c(Cl)c1 | 12% | -2% | -1% | 0% | 15% | 1% | -5% | 27% | 4%
